Screening results deposited in PubChem by several laboratories.
PMI act – activators of human phosphomannose isomerase; P34949; purified human PMI, coupled resazurin fluorescence, 20 min; stronger effect = higher value; 1 = vehicle control, 0 substrate-free wells; activation factor at 20 µM; hit rate 0.005% among 190,000;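 active means activation factor of 2 or more at 20 µM, relative to plate controls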
Target sequence (P34949 whole entry, looked up): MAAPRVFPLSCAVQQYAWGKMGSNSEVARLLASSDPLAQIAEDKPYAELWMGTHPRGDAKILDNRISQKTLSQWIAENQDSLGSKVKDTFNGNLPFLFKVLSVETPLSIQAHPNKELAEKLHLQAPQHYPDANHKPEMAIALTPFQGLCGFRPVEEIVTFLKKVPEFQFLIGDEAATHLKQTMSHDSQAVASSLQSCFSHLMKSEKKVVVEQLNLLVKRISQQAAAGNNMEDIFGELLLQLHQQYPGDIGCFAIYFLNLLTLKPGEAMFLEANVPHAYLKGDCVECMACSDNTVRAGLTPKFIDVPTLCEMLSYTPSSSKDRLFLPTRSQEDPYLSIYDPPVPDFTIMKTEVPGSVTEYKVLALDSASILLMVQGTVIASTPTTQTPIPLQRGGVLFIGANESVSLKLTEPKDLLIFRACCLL
ROMK primary – human ROMK K+ channel modulation, primary screen. P48048. Tet-inducible ROMK, thallium flux fluorescence; actives lie on both sides. B-score at 10 µM. hit rate 2% among 130,000;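 active means signal ratio slope over the read window, or its plate-corrected B-score, at least 3 SD from the plate mean, either direction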;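 further: B-score of the F/F0 ratio slope over 7 to 12 s after thallium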
PPARg SRC-3 ag – promotes SRC-3 coactivator recruitment by human PPARgamma; hit rate 0.26% among 200,000; biochemical PPARgamma/SRC-3 coactivator recruitment assay; activation, % at 8 µM; in the data active means activation above about 23%;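 further: 0% = DMSO and 100% = reference agonist; some compounds past the cut are filed as inactive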
G6PDH counter – L. mesenteroides G6PDH inhibition counter-screen; Purified L. mesenteroides G6PDH, diaphorase/resazurin coupled fluorescence, 45 min; inhibition, % at 5 µM; hit rate 0.12% among 200,000; in the data active means inhibition above about 50%
PPARg SRC-2 ag – promotes SRC-2 coactivator recruitment by human PPARgamma; P37231; PPARgamma LBD-SRC-2 recruitment, biochemical; hit rate 0.34% among 200,000; activation, % at 8 µM; in the data active means activation above about 22%;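 further: 0% = vehicle and 100% = reference agonist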
S1P3 antagonist – antagonists of human S1P3 receptor; Q99500; CHO S1P3 NFAT-BLA reporter, FRET fluorescence, antagonist mode; inhibition, % at 4.98 µM; hit rate 0.27% among 170,000; AID 485;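 active means inhibition above the plate cutoff, the mean inhibition of test wells on that plate plus 3 SD, cut at about 28% in these data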;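 further: cells challenged with S1P at its EC80 of 0.8 µM; blue over green emission ratio from cleaved BLA substrate after 4 h stimulation; 0% = S1P-stimulated wells and 100% = unstimulated DMSO-only wells; some compounds past the cut are filed as inactive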
Target sequence (Q99500 whole entry, looked up): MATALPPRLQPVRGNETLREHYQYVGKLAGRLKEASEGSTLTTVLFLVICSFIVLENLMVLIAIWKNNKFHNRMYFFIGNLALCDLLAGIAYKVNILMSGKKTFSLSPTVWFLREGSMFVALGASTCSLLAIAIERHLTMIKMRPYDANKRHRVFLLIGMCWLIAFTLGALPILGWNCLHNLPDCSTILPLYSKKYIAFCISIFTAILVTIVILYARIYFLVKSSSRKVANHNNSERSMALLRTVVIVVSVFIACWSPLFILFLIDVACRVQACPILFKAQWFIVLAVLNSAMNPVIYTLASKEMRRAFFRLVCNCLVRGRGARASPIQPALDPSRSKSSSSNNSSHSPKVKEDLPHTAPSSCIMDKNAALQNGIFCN
Diaphorase act – activates diaphorase or chemically reduces, flagging diaphorase assay artifacts. Diaphorase/resazurin coupled assay, resorufin fluorescence, 16 min; stronger effect = higher value; 1 = vehicle wells, 0 = NADH-free wells. activation factor at 20 µM. hit rate 0.005% among 190,000;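 active means diaphorase activity raised at least twofold by the compound at 20 µM; inactive means activation factor below 2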
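test system = bacterial diaphorase enzyme (C. kluyveri) | quantity = enzyme 0.07 U/mL final | reagent = NADH substrate 0.114 mM plus resazurin dye 0.1 mM, final | incubation = 16 min enzyme reaction, ambient temperature | buffer or medium = HEPES pH 7.4 buffer with MgCl2 and Tween 20 | signal = fluorescence of resorufin, 544 nm excitation, 590 nm emission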
Diaphorase inh – inhibits diaphorase or chemically oxidizes, flagging diaphorase assay artifacts | diaphorase resazurin-to-resorufin fluorescence, NADH, 16 min; bacterial (C. kluyveri) enzyme, not human | inhibition, % at 20 µM | hit rate 0.69% among 190,000;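 active means primary screen inhibition at 20 µM above a set limit, cut at about 50% in these data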;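 further: plate controls were DMSO with full reaction for no effect and wells lacking NADH for full effect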
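Assay system – diaphorase enzyme from Clostridium kluyveri · Amount – diaphorase 0.14 U/mL (working solution) · Times – reaction incubation of 16 min at room temperature · Controls – No-NADH positive control and DMSO neutral control · Signal – resorufin fluorescence 544/590 nm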
PMI act satM6P – activators of human phosphomannose isomerase at near-saturating mannose 6-phosphate; P34949; coupled PMI enzyme assay, resazurin fluorescence, 20 min; stronger effect = higher value; 1 = untreated enzyme, 0 = substrate-free blank; hit rate 0.34% among 190,000; activation factor at 20 µM;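 active means activation factor of 2 or more at 20 µM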
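Technique: Diaphorase-driven resazurin-to-resorufin fluorescence, excitation 544, emission 590 nm | Assay system: Human PMI in coupled enzyme assay | Times: Enzyme reaction with compound 20 min at room temperature | Medium: HEPES-buffered pH 7.4 with magnesium and detergent | Reagent: Mannose-6-phosphate 1.0 mM (near-saturating) plus 0.22 mM NADP+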
PPARg SRC-1 ag – PPARgamma-driven SRC-1 recruitment agonism; P37231; PPARgamma-SRC-1 coactivator recruitment biochemical assay; activation, % at 8 µM; hit rate 0.41% among 200,000; in the data active means activation above about 19%;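 further: 0% = DMSO and 100% = reference agonist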
TR-FRET SRC-2 ct – TR-FRET artefact, counter-screen to PPARgamma/SRC-2 agonist assay. AID 1049. stronger effect = higher value. hit rate 0.4% among 200,000. TR-FRET ratio at 8 µM; in the data active means TR-FRET ratio above about 2000; further: inactives centre near 1500
The depositor's hits bear a star.

How did CC1CC(=O)N(c2ccc(NCc3ccccc3Cl)c([N+](=O)[O-])c2)C1=O (centres undefined) do in these assays?
PMI act: 0.9; ROMK primary: -0.69; PPARg SRC-3 ag: 2; G6PDH counter: 8; PPARg SRC-2 ag: -3; S1P3 antagonist: -7; Diaphorase act: 0.8; Diaphorase inh: 18; PMI act satM6P: 0.9; PPARg SRC-1 ag: -10; TR-FRET SRC-2 ct: 1539

How did O=C(Nc1ccc(F)cc1)C1CCN(C(=O)c2ccc([N+](=O)[O-])cc2)CC1 do in these assays?
PMI act: 1.1; ROMK primary: 0.49; PPARg SRC-3 ag: 3; G6PDH counter: 2; PPARg SRC-2 ag: -3; S1P3 antagonist: -6; Diaphorase act: 1.2; Diaphorase inh: -17; PMI act satM6P: 1.1; PPARg SRC-1 ag: -8; TR-FRET SRC-2 ct: 1390

How did CC1Cc2ccccc2N1C(=O)CSc1nc2cc3c(cc2cc1C#N)OCO3 (centres undefined) do in these assays?
PMI act: 0.9; PPARg SRC-3 ag: 6; G6PDH counter: 6; PPARg SRC-2 ag: 4; S1P3 antagonist: 1; Diaphorase act: 0.8; Diaphorase inh: 20; PMI act satM6P: 0.8; PPARg SRC-1 ag: 13; TR-FRET SRC-2 ct: 1474

How did CCC(C)(NC(=O)c1ccc(=O)[nH]c1)C(=O)NC1CCCC1 (centres undefined) do in these assays?
PMI act: 0.8; PPARg SRC-3 ag: 1; G6PDH counter: 26; PPARg SRC-2 ag: 8; S1P3 antagonist: 4; Diaphorase act: 0.9; Diaphorase inh: 11; PMI act satM6P: 0.8; PPARg SRC-1 ag: 0; TR-FRET SRC-2 ct: 1517

How did O=C(c1cnn2c(C(F)F)cc(-c3ccccc3)nc12)N1CCc2ccccc21 do in these assays?
PMI act: 1; ROMK primary: 0.81; PPARg SRC-3 ag: 3; G6PDH counter: 2; PPARg SRC-2 ag: -1; S1P3 antagonist: -23; Diaphorase act: 0.8; Diaphorase inh: 19; PMI act satM6P: 1; PPARg SRC-1 ag: 1; TR-FRET SRC-2 ct: 1521

How did CCOC(=O)c1sc(NC(=O)c2cccnc2)nc1C do in these assays?
PMI act: 1; G6PDH counter: -5; S1P3 antagonist: -2; Diaphorase act: 0.9; Diaphorase inh: 11; PMI act satM6P: 1

How did N#Cc1c(SCc2cccc(Cl)c2)sc(C(=O)c2ccccc2)c1N do in these assays?
PMI act: 0.9; PPARg SRC-3 ag: -5; G6PDH counter: -3; PPARg SRC-2 ag: 8; Diaphorase act: 0.7; Diaphorase inh: 30; PMI act satM6P: 1; PPARg SRC-1 ag: 6; TR-FRET SRC-2 ct: 1568

Results for CC(C)CNS(=O)(=O)c1ccc(OCC(=O)NCc2ccco2)cc1 ?
PMI act: 0.9; ROMK primary: 0.31; PPARg SRC-3 ag: -2; G6PDH counter: 3; PPARg SRC-2 ag: -4; S1P3 antagonist: 0; Diaphorase act: 0.9; Diaphorase inh: 12; PMI act satM6P: 0.9; PPARg SRC-1 ag: -9; TR-FRET SRC-2 ct: 1364

How did CC(Oc1ccccc1)C(=O)NN1Cc2ccccc2C1=N (centres undefined) do in these assays?
PMI act: 1.1; ROMK primary: 0.12; PPARg SRC-3 ag: 3; G6PDH counter: 14; PPARg SRC-2 ag: -6; S1P3 antagonist: -11; Diaphorase act: 1.1; Diaphorase inh: -9; PMI act satM6P: 1.1; PPARg SRC-1 ag: -4; TR-FRET SRC-2 ct: 1452

How did CCOC(=O)/C(C#N)=C1/C=CNC(=O)N1 do in these assays?
PMI act: 1; PPARg SRC-3 ag: 10; G6PDH counter: -6; PPARg SRC-2 ag: 5; S1P3 antagonist: 20; Diaphorase act: 0.8; Diaphorase inh: 16; PMI act satM6P: 1; PPARg SRC-1 ag: 8; TR-FRET SRC-2 ct: 1690

Results for CCOc1ccc(C(F)(F)F)cc1NC(C)=O ?
PMI act: 1.1; ROMK primary: -0.0037; PPARg SRC-3 ag: 3; G6PDH counter: 7; PPARg SRC-2 ag: 1; Diaphorase act: 1; Diaphorase inh: 3; PMI act satM6P: 1; PPARg SRC-1 ag: -2; TR-FRET SRC-2 ct: 1655

How did CN=C(Nc1cc(C)nn1CCC#N)c1ccc(F)cc1 do in these assays?
PMI act: 0.9; PPARg SRC-3 ag: 11; G6PDH counter: 0; PPARg SRC-2 ag: -2; S1P3 antagonist: -18; Diaphorase act: 0.8; Diaphorase inh: 19; PMI act satM6P: 1; PPARg SRC-1 ag: -2; TR-FRET SRC-2 ct: 1507

What do the screens show for `CN(C)C(=C(C#N)C#N)N1CCN(c2ccc(Cl)cc2)CC1`?
PMI act: 1; ROMK primary: -0.62; PPARg SRC-3 ag: 1; G6PDH counter: 7; PPARg SRC-2 ag: -2; S1P3 antagonist: -17; Diaphorase act: 0.8; Diaphorase inh: 20; PMI act satM6P: 1; PPARg SRC-1 ag: 1; TR-FRET SRC-2 ct: 1637

How did Fc1ccccc1-n1cn[nH]c1=S do in these assays?
PMI act: 1; ROMK primary: 0.99; PPARg SRC-3 ag: 3; G6PDH counter: 4; PPARg SRC-2 ag: 7; S1P3 antagonist: -27; Diaphorase act: 0.9; Diaphorase inh: 7; PMI act satM6P: 0.9; PPARg SRC-1 ag: 3; TR-FRET SRC-2 ct: 1627

How did CCc1ccc(NC(=O)c2c(Cl)nc(C)c(Cl)c2C)cc1 do in these assays?
PMI act: 0.9; ROMK primary: 0.28; PPARg SRC-3 ag: 5; G6PDH counter: -4; PPARg SRC-2 ag: -3; S1P3 antagonist: 4; Diaphorase act: 0.9; Diaphorase inh: 13; PMI act satM6P: 0.9; PPARg SRC-1 ag: -2; TR-FRET SRC-2 ct: 1566

Results for CC(C)Oc1ccc(/C=N/NC(=O)C(CSCc2ccccc2)NC(=O)c2ccc([N+](=O)[O-])cc2)cc1 (centres undefined) ?
PMI act: 0.8; PPARg SRC-3 ag: 4; G6PDH counter: 2; PPARg SRC-2 ag: 9; Diaphorase act: 0.8; Diaphorase inh: 23; PMI act satM6P: 0.8; PPARg SRC-1 ag: 10; TR-FRET SRC-2 ct: 1656

Results for CCn1nnc(NC(=O)c2ccc(-c3ccc(Cl)cc3)o2)n1 ?
PMI act: 0.8; PPARg SRC-3 ag: 2; G6PDH counter: -9; PPARg SRC-2 ag: 8; S1P3 antagonist: -13; Diaphorase act: 0.8; Diaphorase inh: 21; PMI act satM6P: 0.9; PPARg SRC-1 ag: 5; TR-FRET SRC-2 ct: 1606

Results for O=C(CSc1nc(Cc2ccccc2)nc2ccccc12)Nc1ccc2c(c1)OCCO2 ?
PMI act: 0.8; ROMK primary: 0.37; PPARg SRC-3 ag: 9; G6PDH counter: 2; PPARg SRC-2 ag: -4; Diaphorase act: 0.8; Diaphorase inh: 25; PMI act satM6P: 0.8; PPARg SRC-1 ag: 4; TR-FRET SRC-2 ct: 1389

Results for Cc1cc(NC(=O)CN2C(=O)NC(C)(c3ccc(Cl)cc3)C2=O)no1 (centres undefined) ?
PMI act: 1; ROMK primary: -0.056; PPARg SRC-3 ag: 5; G6PDH counter: 3; PPARg SRC-2 ag: -8; S1P3 antagonist: -6; Diaphorase act: 1; Diaphorase inh: 2; PMI act satM6P: 1; PPARg SRC-1 ag: -1; TR-FRET SRC-2 ct: 1575

What do the screens show for `O=C(CC1Nc2ccccc2NC1=O)Nc1ccc2c(c1)OCO2` (centres undefined)?
PMI act: 1.6; ROMK primary: -0.18; PPARg SRC-3 ag: -2; G6PDH counter: -8; PPARg SRC-2 ag: 3; S1P3 antagonist: -5; Diaphorase act: 0.9; Diaphorase inh: 5; PMI act satM6P: 1.5; PPARg SRC-1 ag: -2; TR-FRET SRC-2 ct: 1628

What do the screens show for `COc1cc(NC(=O)CCCl)cc(-n2cnnn2)c1`?
PMI act: 1.1; PPARg SRC-3 ag: 2; G6PDH counter: 8; PPARg SRC-2 ag: 13; S1P3 antagonist: 0; Diaphorase act: 0.9; Diaphorase inh: 13; PMI act satM6P: 1; PPARg SRC-1 ag: 8; TR-FRET SRC-2 ct: 1487

Results for Cc1c(O)ccc(/C(Cc2ccc3ccccc3n2)=N\O)c1O ?
PMI act: 1; PPARg SRC-3 ag: 7; G6PDH counter: 9; PPARg SRC-2 ag: 9; Diaphorase act: 1.1; Diaphorase inh: -5; PMI act satM6P: 1; PPARg SRC-1 ag: 14; TR-FRET SRC-2 ct: 1589

How did COc1ccccc1NC(=O)COC(=O)/C=C/c1ccccc1[N+](=O)[O-] do in these assays?
PMI act: 0.8; ROMK primary: 0.3; PPARg SRC-3 ag: 1; G6PDH counter: 8; PPARg SRC-2 ag: 9; S1P3 antagonist: -2; Diaphorase act: 0.9; Diaphorase inh: 12; PMI act satM6P: 0.9; PPARg SRC-1 ag: 11; TR-FRET SRC-2 ct: 1611

What do the screens show for `Cc1ccc(S(=O)(=O)N2CCN(C(=O)c3cccs3)CC2)c(C)c1`?
PMI act: 1; ROMK primary: -0.014; PPARg SRC-3 ag: 1; G6PDH counter: 6; PPARg SRC-2 ag: -1; S1P3 antagonist: 8; Diaphorase act: 0.9; Diaphorase inh: 7; PMI act satM6P: 1.1; PPARg SRC-1 ag: 2; TR-FRET SRC-2 ct: 1565

Results for CCCCOC(=O)CSC(=S)N(C)Cc1cccs1 ?
PMI act: 0.9; ROMK primary: -0.087; PPARg SRC-3 ag: 2; G6PDH counter: 12; PPARg SRC-2 ag: -3; S1P3 antagonist: -3; Diaphorase act: 0.8; Diaphorase inh: 16; PMI act satM6P: 1; PPARg SRC-1 ag: 3; TR-FRET SRC-2 ct: 1551

Pulled one by one from above:
What do the screens show for `Cc1ccc(S(=O)(=O)N2CCN(C(=O)c3cccs3)CC2)c(C)c1`?
PMI act: 1; ROMK primary: -0.014; PPARg SRC-3 ag: 1; G6PDH counter: 6; PPARg SRC-2 ag: -1; S1P3 antagonist: 8; Diaphorase act: 0.9; Diaphorase inh: 7; PMI act satM6P: 1.1; PPARg SRC-1 ag: 2; TR-FRET SRC-2 ct: 1565

Results for Cc1c(O)ccc(/C(Cc2ccc3ccccc3n2)=N\O)c1O ?
PMI act: 1; PPARg SRC-3 ag: 7; G6PDH counter: 9; PPARg SRC-2 ag: 9; Diaphorase act: 1.1; Diaphorase inh: -5; PMI act satM6P: 1; PPARg SRC-1 ag: 14; TR-FRET SRC-2 ct: 1589
